NOD1 NF-kB reporter: NOD1 signaling inhibitors, primary screen, cell-based, luminescence, uHTS (AID 1578). NOD1-driven NF-kB luciferase reporter cells, luminescence; higher % means a stronger effect. one-dose inhibition, % at 4 µM; EC50 in µM for titrated hits. 1% of 290,000 active; in the data active = inhibition mostly above about 36%, no sharp cut-off; inactive = mostly below about 34%;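 note: HEK-293T reporter cells stimulated with the NOD1 agonist gamma-tri-DAP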
KOR beta-arrestin-1: KOR agonists, beta-arrestin recruitment, primary screen, cell-based, luminescence, uHTS (AID 1777) | KOR beta-arrestin recruitment, luminescence; higher % means a stronger effect | 0.02% of 280,000 active | one-dose activation, % at 10 µM; EC50 in µM for titrated hits; in the data active = activation above about 50%, passing the limit was not always enough; note: a part of the inactive calls stands beside numbers as strong as those of hits
KOR beta-arrestin-2: KOR antagonists, beta-arrestin recruitment, cell-based, luminescence, uHTS (AID 1778). 0.091% of 290,000 active. KOR beta-arrestin recruitment, luminescence, antagonist mode; higher % means a stronger effect. inhibition, % at 10 µM, or IC50 in µM where a hit was titrated; note: strong numbers were not always called active
ER stress rescue: protection against thapsigargin-triggered cell killing – 384-well, CSM14.1, ATP luminescence, primary screen (AID 1222) | one-dose cellular ATP content (survival), % at 20 µM; EC50 in µM for titrated hits | 190,000 tested, under 10 active | CSM14.1 thapsigargin-induced death rescue, ATP luminescence; higher % means a stronger effect;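 active = EC50 below 50 µM in the dose-response confirmation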;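 note: death triggered by thapsigargin at about 15 µM added after 2 h compound pretreatment; cell ATP read after overnight thapsigargin exposure of roughly 18 to 22 hours; normalized against plate controls of thapsigargin alone and 5% DMSO vehicle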
TNAP activation fold: human TNAP enzyme activators, primary screen, biochemical, luminescent, no phosphate acceptor, uHTS (AID 1001); activation fold at 20 µM, or EC50 in µM where a hit was titrated; 0.03% of 200,000 active; purified TNAP, luminescent activation assay, no phosphate acceptor; higher activation fold means a stronger effect; in the data active = activation fold from about 3, or a potency from the dose series; inactive = the rest, 99 in 100 with activation fold below about 1.6; note: many of its hits are not listed in these tables
HEK293 NOD2/NF-kB: NOD2 signaling inhibitors, cell-based, luminescence, uHTS, HEK293 (AID 1566); HEK293 NOD2/NF-kB luciferase reporter, luminescence; higher % means a stronger effect; one-dose inhibition, % at 4 µM; EC50 in µM for titrated hits; 0.63% of 290,000 active; note: many of its hits are not listed in these tables
Yfh1-depleted yeast: enhancers of respiration in Yfh1-depleted yeast, dose response, Friedreich's ataxia, plus single-dose screen (AID 1465); S. cerevisiae Yfh1-off respiration, WST-1 reduction, 72 h; higher fold induction means a stronger effect; 0.074% of 220,000 active; fold induction at 50 µM, or EC50 in µM where a hit was titrated;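 active = fold induction of absorbance versus untreated yeast above a set limit, then at least 30% activation at any dose in follow-up; inconclusive = repeats straddling the limit, or above it without dose testing; inactive = fold induction below the set limit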;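 note: activators that raise dye reduction in frataxin-depleted yeast; strong numbers were not always called active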
GPR55 beta-arrestin: GPR55 agonists via beta-arrestin recruitment, primary screen, imaging, U2OS cells, beta-arrestin-GFP redistribution (AID 1961) | U2OS GPR55 beta-arrestin-GFP redistribution imaging; higher % means a stronger effect | one-dose activation, % at 10 µM; EC50 in µM for titrated hits | 0.048% of 290,000 active;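 active = activation above 40% with more than 50 cells counted in the well; inconclusive = wells holding fewer than 50 cells, flagged as toxic or sparse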;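 note: U2OS osteosarcoma cells stably expressing GPR55 and beta-arrestin-GFP; plate controls were DMSO negative control for no effect and LPI positive control for full effect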
NTR1 ag: NTR1-driven beta-arrestin-GFP spot formation – imaging, U2OS cells, high content, primary screen (AID 493036). P30989. activation, % at 20 µM. agonist mode. 0.17% of 330,000 active;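 active = activation at or above 40% of the spot to cytoplasm intensity ratio, with at least 20 cells analyzed; inconclusive = wells under 20 cells, flagged as cytotoxic or low count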;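 note: 0% = DMSO without peptide and 100% = 100 nM NTR1 peptide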
Target sequence (P30989 whole entry, looked up): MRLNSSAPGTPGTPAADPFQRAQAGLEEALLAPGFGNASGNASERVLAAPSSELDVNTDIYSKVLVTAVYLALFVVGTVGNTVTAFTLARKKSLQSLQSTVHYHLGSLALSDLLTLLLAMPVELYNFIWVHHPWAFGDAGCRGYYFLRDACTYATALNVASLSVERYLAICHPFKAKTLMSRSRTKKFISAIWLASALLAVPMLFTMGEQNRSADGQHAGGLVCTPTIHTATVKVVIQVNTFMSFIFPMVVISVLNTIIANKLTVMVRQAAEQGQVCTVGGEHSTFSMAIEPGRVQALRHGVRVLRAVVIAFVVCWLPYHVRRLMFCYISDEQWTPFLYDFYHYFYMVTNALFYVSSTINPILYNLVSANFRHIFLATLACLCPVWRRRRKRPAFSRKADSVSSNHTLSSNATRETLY
NTR1 ag cell count 20 µM: recorded beside NTR1 ag, whose call it bears; cell count; measured here: cell count, cytotoxicity flag
The depositor's hits bear a star; i = inactive; ? = inconclusive; . = not tested or not shown; [ ] = another dose, or the depositor's remark. Cut-off read from the data, not from the text of the source, unless noted: active = inhibition above about 50%; inactive = the rest.

SMILES	NOD1 NF-kB reporter	KOR beta-arrestin-1	KOR beta-arrestin-2	ER stress rescue	TNAP activation fold	HEK293 NOD2/NF-kB	Yfh1-depleted yeast	GPR55 beta-arrestin	NTR1 ag	NTR1 ag cell count 20 µM
O=C(Nc1ccc(N2CCN(C(=O)c3ccc(Cl)cc3)CC2)cc1)c1ccc(Br)o1	-29%	-5.3%	28%	-1.9%	1.1	-18%	i	?	-0.2	47
CCN=C1SC(CC(=O)Nc2ccc(C(F)(F)F)cc2)C(=O)N1CC (stereo not drawn)	31%	-3.1%	-19%	-0.9%	0.9	7%	i	0.0%	2.5	47
Clc1ccc(-c2cnc3ccccc3n2)cc1	-45%	6.2%	12%	1.2%	1.1	-61%	i	1.3%	0.5	54
NS(=O)(=O)c1ccc(CCNC(=O)CNCCc2ccc(C(F)(F)F)cc2)cc1	5%	-1.4%	6%	.	.	16%	.	0.3%	-0.1	80
Cc1cccc(Oc2ccc3c(c2)cc(C(=O)O)n3C)c1	-14%	-3.4%	4%	.	.	10%	.	1.9%	0.2	66
Cc1ccc2[nH]c(C)c(/C=C/c3cc[n+](C)cc3)c2c1	6%	5.3%	-32%	.	.	29%	.	0.0%	-4.3	85
Cc1ccc(-n2nc3c(c2NC(=O)CC(C)C)CS(=O)(=O)C3)c(C)c1	-2%	-3.7%	16%	.	.	-4%	.	-0.3%	-1.6	98
O=C(COc1cc(O)c2c(=O)cc(-c3ccccc3)oc2c1)c1cccc([N+](=O)[O-])c1	-26%	-5.0%	-62%[20 µM]	.	.	1%	.	0.5%	3.1	60
Clc1ccccc1OCCn1cnc2ccccc21	-21%	3.2%	-16%	-4.0%	0.9	-28%	i	-0.1%	-0.9	59
COc1ccc(Nc2nc3ccccc3n2C)cc1	-34%	-2.6%	-39%[20 µM]	.	.	-32%	.	0.6%	1.5	75
NC(=O)CSc1nnc(-c2ccccc2Br)n1-c1cccc(C(F)(F)F)c1	-26%	0.9%	-25%	-1.7%	1.1	6%	i	0.6%	1.4	50
CC(C)C[C@H](N)C(=O)N1CCC(C(=O)N[C@H](C(=O)NCc2ccc(F)cc2)C(C)C)CC1	-19%	-1.6%	7%[20 µM]	.	.	2%	.	-0.1%	-1.5	83
CS(=O)(=O)N(CC(=O)N1CCCCC1)Cc1ccccc1	42%	-3.5%	-14%[20 µM]	.	.	9%	.	-0.1%	1.2	47
COc1ccc(C(=O)NC(=S)Nc2cccc3cc(O)ccc23)cc1OC	-26%	-2.3%	-14%	.	.	0%	.	0.0%	3.6	75
CCOc1cc2[nH]c(=O)n(Cc3ccc(C(=O)NCCCN4CCC(C)CC4)cc3)c(=O)c2cc1OCC	-24%	2.8%	2%	9.6%	1.2	-3%	i	-0.7%	-1.4	52
COc1cccc(NC(=O)c2ccco2)c1	-19%	-1.6%	7%	-2.5%	1.1	-13%	.	-0.1%	-1.4	48
CC(SCCc1ccccn1)C(=O)O (stereo not drawn)	-12%	1.3%	16%	1.0%	1.1	-1%	i	0.2%	-1.0	88
CC(=O)Nc1ccc(S(=O)(=O)NCCC(=O)NCCc2ccc(F)cc2)cc1	-4%	-1.6%	-19%	-2.0%	1	-6%	i	-0.1%	-0.9	50
COc1ccc(C(=S)N2CCOCC2)cc1OC(=O)c1ccc([N+](=O)[O-])cc1[N+](=O)[O-]	46%	4.0%	27%	.	.	10%	.	-0.1%	5.3	50
CC(=O)c1cccc(NC(=O)N2CCCC2C(=O)Nc2c(C)cccc2C)c1 (stereo not drawn)	7%	-1.1%	1%	-2.2%	1.1	0%	i	-0.1%	-4.0	67
O=C(CN1C(=O)COc2ccccc21)Nc1ccc(N2CCOCC2)cc1	-35%	-1.0%	-26%	.	.	-2%	.	-0.1%	0.7	71
O=C(CCc1nc2ccccc2c(=O)[nH]1)OCCOc1ccc(Cl)cc1	31%	1.3%	-6%	-0.5%	1	-3%	i	0.5%	1.8	47
Nc1nc2c(c(=O)[nH]1)C(c1ccccc1)C1=C(N2)c2ccccc2C1=O (stereo not drawn)	9%	-0.4%	-28%	.	.	-13%	i	0.0%	-0.4	51
C/C(=N\NC(=O)c1ccc(Br)o1)c1cc2c(cc1NC(=O)CCC(=O)O)OCO2	-31%	-1.7%	17%	.	.	2%	.	0.2%	0.1	65
Cc1cccc(NC(=O)N2CCN(Cc3ccc(Cl)cc3)CC2)c1	-17%	-2.1%	-6%	-0.5%	1.2	23%	i	0.4%	1.1	72
CC1Cc2ccccc2N1CC(=O)NC(c1ccccc1)c1ccccc1 (stereo not drawn)	-17%	-0.4%	26%	-0.1%	1.1	-10%	i	-0.2%	5.8	87
CCc1cccc(C)c1NC(=S)N(CCN(C)C)Cc1cccs1	-15%	-3.4%	14%	-1.2%	1.1	7%	i	0.8%	0.2	52
COc1ccc(S(=O)(=O)N2CCOCC2)cc1NC(=O)c1ccc2c(c1)OCCO2	-29%	-2.0%	-1%	-0.5%	1.1	-5%	i	27%	-1.1	62
CCCC(=O)Nc1ccc(Cl)c(NC(=O)CC)c1	-1%	2.9%	25%	2.9%	1.1	4%	i	-0.1%	2.6	56
Cc1ccc(S(=O)(=O)N2CCOCC(=O)NCCOCCNC(=O)COCC2)cc1	-6%	-0.6%	28%	-1.0%	1.1	8%	i	0.3%	.	.
CC(NC(=O)CNC(=O)c1ccco1)c1ccccc1 (stereo not drawn)	10%	-3.0%	-32%	.	.	17%	.	-0.2%	0.2	43
C/C(CC1(O)/C(=N/O)CCc2nonc21)=N\O (stereo not drawn)	5%	2.5%	1%	1.4%	1.2	1%	i	0.1%	-1.4	72
NC1=NC(c2ccc(Cl)cc2)n2c(nc3ccccc32)N1 (stereo not drawn)	-36%	1.5%	-4%	-3.4%	1.3	3%	i	-0.1%	0.7	62
CCn1c(CCc2ccccc2)nnc1SCC(N)=O	-10%	-1.9%	7%	.	.	7%	.	-0.1%	0.7	75
COc1ccccc1CNC(=O)CCn1c(=O)oc2ccccc21	28%	1.4%	19%	1.1%	1.1	-14%	i	-0.1%	2.6	74
COc1ccc(/C=C/c2cc(C(F)(F)F)[nH]c(=O)n2)cc1OC	44%	.	-16%[20 µM]	1.4%	1.1	-72%	i	0.5%	0.1	53
COc1ccc(/C=C(\C#N)C(=O)c2c(C)[nH]c3ccccc23)cc1OC	7%	0.8%	-7%	-1.1%	1	14%	i	0.2%	0.5	81
O=c1cc(-c2ccccc2)nc(N2CCCCC2)[nH]1	-4%	0.9%	7%	0.1%	1.1	-8%	i	0.1%	1.9	91
CCc1ccc2oc(C(=O)NC3CCS(=O)(=O)C3)cc(=O)c2c1 (stereo not drawn)	3%	5.7%	-9%	.	.	-2%	.	0.2%	1.6	72
Cc1ccc(C)c(-n2c(C)cc(/C=N/NC(=O)c3c(C)nc4cc(C)ccn34)c2C)c1	12%	-4.3%	2%	-1.7%	1.1	10%	i	0.2%	6.6	88

Quoted at random: 2 compounds from above
SMILES	NOD1 NF-kB reporter	KOR beta-arrestin-1	KOR beta-arrestin-2	ER stress rescue	TNAP activation fold	HEK293 NOD2/NF-kB	Yfh1-depleted yeast	GPR55 beta-arrestin	NTR1 ag	NTR1 ag cell count 20 µM
C/C(CC1(O)/C(=N/O)CCc2nonc21)=N\O (stereo not drawn)	5%	2.5%	1%	1.4%	1.2	1%	i	0.1%	-1.4	72
C/C(=N\NC(=O)c1ccc(Br)o1)c1cc2c(cc1NC(=O)CCC(=O)O)OCO2	-31%	-1.7%	17%	.	.	2%	.	0.2%	0.1	65

Next compounds follow.
SMILES	NOD1 NF-kB reporter	KOR beta-arrestin-1	KOR beta-arrestin-2	ER stress rescue	TNAP activation fold	HEK293 NOD2/NF-kB	Yfh1-depleted yeast	GPR55 beta-arrestin	NTR1 ag	NTR1 ag cell count 20 µM
CCOC(=O)c1c(NC(=O)CSc2nnnn2C)sc(CC)c1C	-18%	4.5%	37%	3.3%	1.1	11%	i	0.0%	0.6	52
CC(C)c1cc(C(C)C)n2nc(N)nc2n1	-9%	9.1%	-6%	.	.	-31%	i	0.0%	-0.5	80
N#Cc1cnn(-c2ncnc3sc4c(c23)CCCC4)c1N	29%	0.7%	-22%	0.1%	1	10%	i	-0.2%	-2.0	55
CC(C)Cn1c(=O)n(C)c(=O)c2[nH]cnc21	1%	-3.0%	7%	.	.	9%	i	-0.1%	-1.1	64
CCOc1ccc(CCNC(=O)C2CCCN2C(=O)OCc2ccccc2)cc1OCC (stereo not drawn)	-12%	2.8%	-6%	-4.4%	1	9%	i	0.6%	-1.5	72
COc1ccc(NC(=O)C(NC(=O)OC(C)(C)C)C(C)OCc2ccccc2)cc1 (stereo not drawn)	-30%	0.4%	8%	-1.3%	1.1	8%	i	-0.1%	-0.2	70
CC(C)C(=O)Nc1cccc(C(=O)OCC(=O)c2ccc(Cl)cc2Cl)c1	-10%	1.6%	-48%	-0.1%	1.1	0%	i	0.0%	8.6	92
N#C/C(=C\c1ccc(O)c(Br)c1)C(=O)N1CCCCC1	-41%	-1.1%	-16%[20 µM]	.	.	4%	.	-0.2%	0.7	61
O=C(O)c1ccc(Br)c(S(=O)(=O)N2CCCC2)c1	10%	-0.3%	-4%	-0.8%	1	2%	i	0.4%	-0.9	40
Cc1ccc(-c2nn(-c3cc(Cl)ccc3[N+](=O)[O-])c(=O)c3ccccc23)cc1	17%	3.9%	8%	13%	1.1	16%	i	-0.1%	3.0	61
CN(CC(=O)Nc1ccc(F)cc1)C(=O)CCc1ccccc1	-18%	-2.5%	2%	.	.	6%	.	-0.2%	-0.3	46
Cc1oc2ccc(O)cc2c1C(=O)c1ccccc1	-35%	-2.1%	-25%[20 µM]	.	.	11%	.	0.3%	0.5	51
COc1ccc(C(=O)OCC(=O)NC2CC2)cc1[N+](=O)[O-]	12%	8.8%	13%	0.2%	1	14%	i	0.1%	-1.1	82
CC(C)CC(=O)/C(=C/c1ccc(N(C)C)cc1)n1cncn1	1%	-6.1%	4%	.	.	7%	.	0.4%	0.0	77
Cc1cccc2cc(C#N)c(NCCCn3ccnc3)nc12	8%	-2.1%	-13%	2.6%	1	10%	i	-0.2%	4.5	80
CCCNS(=O)(=O)c1cccc(C(=O)NC2CCCc3ccccc32)c1 (stereo not drawn)	-7%	-3.3%	-3%	-0.3%	1.3	7%	i	-0.1%	2.2	62
CCn1nc(C(C)C)cc1C(=O)N1CCCC(CO)(Cc2ccc(F)cc2F)C1 (stereo not drawn)	-22%	1.6%	-34%	.	.	4%	.	-0.1%	0.3	70
CCOc1ccc(NC(=S)NCc2cccnc2)cc1	1%	3.2%	40%	.	.	11%	i	0.2%	-0.8	45
COc1ccc(Br)cc1CNC(=O)Nc1cccs1	-1%	-4.5%	18%	-1.2%	1.1	7%	i	0.2%	-2.2	81
Cc1ccc(C(=O)NC2CCc3ccccc3C2=O)cc1 (stereo not drawn)	-47%	3.5%	-4%	-1.1%	1	-81%	i	-0.3%	-0.4	56

A portion of the library (hit frequency here may not be typical).
